Pf Dd2 inh: inhibitors of Plasmodium falciparum Dd2 growth | 4.3% of 120,000 active | AID 1347417 | Potency, µM (titrated, usually from 28.9 µM), without a hit: at the highest dose activity, negative = inhibition, hits mostly inhibitors | P. falciparum Dd2 growth, SYBR Green, 72 h; active means well fitted inhibition curve with a large enough effect; inconclusive means small, poorly fitted or top-dose-only effect; inactive means no such curve, though single readings can be large or run the other way;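 further: plate controls were DMSO vehicle for no effect and reference drug for full effect; nearly all actives have a fitted effect of over 65% in size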
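Infected erythrocytes (Dd2, 0.3% parasitemia, 2.5% hematocrit final) are added to compound in RPMI-1640/Albumax II medium, grown 72 h at 37C in low oxygen, then lysed with saponin/Triton-X containing SYBR Green and read by fluorescence.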
Active calls of the source: *; i = inactive; u = inconclusive; [ ] = another dose, or the depositor's remark. Potency means the concentration at half of the fitted maximal effect. An excerpt; the hit share may differ from the screen's.

SMILES	Pf Dd2 inh
CN(Cc1cnn(-c2ccc(F)cc2)c1)c1cc(C2CC(O)C2)ncn1 (stereo not drawn)	-15.2%
Cc1cccc(OCC(=O)c2ccc3c(c2)N(C(C)C(=O)NCC2CCCO2)C(=O)CO3)c1C (stereo not drawn)	u
CCOCCn1c(=O)[nH]c2cc(C(=O)N3CCS(=O)(=O)CC3)ccc21	10.3%
COc1cc(C)ccc1C(=O)N1CCC(Cn2cc(C3CC3)nn2)CC1	-12.3%
O=C1NCCOCCCN(C(=O)C2(c3ccccc3)CC2)[C@H]2CCCC[C@@H]12	u
COc1ccc(CNCCC(c2ccc3c(c2)OCO3)c2ccccc2OC)cc1 (stereo not drawn)	5.01µM*
Cc1cc(NC(=O)c2ccc(F)cc2)ccc1-c1cc2ccccc2oc1=O	u
COc1cc(C(=O)NC2CCN(c3cc(-c4cccs4)[nH]n3)CC2)cc(OC)c1OC	u
COc1cc(NC(=O)CSc2nc(C)c(C(=O)Nc3ccccc3)c(-c3ccc(OC)c(OC)c3)c2C#N)c(OC)cc1Cl	u
CSCCC(=O)N[C@H]1CC[C@H]1NC1CCN(C(=O)c2cnccn2)CC1	-8.8%
COc1ccc(-n2ccnc2CN2CCN(CC=C(C)C)C(CCO)C2)cc1 (stereo not drawn)	u
COc1ccc(N2CCN(C(=O)Cn3ncc4c3-c3cc(C)ccc3OC4)CC2)cc1	7.4%
CSCCC(NS(=O)(=O)c1ccc2c(c1)oc(=O)n2C)C(=O)N1CCN(c2cccc(Cl)c2)CC1 (stereo not drawn)	u
COc1ccc(CCNC(=O)CSc2nc3ccccc3nc2Cc2ccc(Cl)cc2)cc1OC	u
O=C(c1ccco1)N1CCC(n2cc(-c3nc(C4CC4)no3)nn2)C1 (stereo not drawn)	i
O=C(c1ccncc1)N1CCCC(n2cc(-c3nc(C4CC4)no3)nn2)C1 (stereo not drawn)	u
Cc1ccc(-c2nnc(Nc3ccc(O)cc3)c3ccccc23)cc1S(=O)(=O)NCC1CCCO1 (stereo not drawn)	5.01µM*
Cn1nc(-c2cccs2)cc1[C@H]1CN2CC[C@H]1C[C@@H]2COC(=O)Nc1cccc(C(F)(F)F)c1	-7.9%
O=C(O)C1=NOC2CN(Cc3cccnc3)CC12 (stereo not drawn)	11.3%[44.1 µM]
O=C1NCCCCCCN(C(=O)CN2CCCC2=O)[C@H]2C[C@H](c3nc(Cc4ccccc4)no3)C[C@@H]12	-29.3%

Retrieved one by one from the entries so far (five):
SMILES	Pf Dd2 inh
Cc1cc(NC(=O)c2ccc(F)cc2)ccc1-c1cc2ccccc2oc1=O	u
Cc1cccc(OCC(=O)c2ccc3c(c2)N(C(C)C(=O)NCC2CCCO2)C(=O)CO3)c1C (stereo not drawn)	u
O=C(c1ccco1)N1CCC(n2cc(-c3nc(C4CC4)no3)nn2)C1 (stereo not drawn)	i
O=C(O)C1=NOC2CN(Cc3cccnc3)CC12 (stereo not drawn)	11.3%[44.1 µM]
COc1ccc(N2CCN(C(=O)Cn3ncc4c3-c3cc(C)ccc3OC4)CC2)cc1	7.4%

(listing goes on)
SMILES	Pf Dd2 inh
COc1cc(NC(=O)CSc2ccc(-c3sc(C)nc3C)nn2)cc(OC)c1	u
COCc1noc([C@@H]2CC(F)(F)CN2)n1	-15.5%
CCC(Sc1nc2ccccc2c2nc(CCc3c(C)n[nH]c3C)nn12)C(=O)Nc1ccc(F)cc1 (stereo not drawn)	7.94µM*
CC1=C[C@@H](CN(C)CCC#N)[C@H](C(C)C)C[C@H]1Cc1nnc(-c2ccc(C)cc2)o1	u
COc1cccc(CC(=O)N2CC(F)(F)C[C@H]2c2nc(C)no2)c1	14.8%
CC(=O)c1ccc(NC(=O)O[C@@H]2CO[C@H]3[C@@H]2OC[C@@H]3NC(=O)Nc2ccccc2)cc1	i
CCOc1cccc(C2c3[nH]c4ccccc4c3CCN2C(=O)CCc2ccccc2)c1 (stereo not drawn)	u
O=C(C1CCC1)N1CCn2c(nnc2[C@@H]2C[C@@H](O)CN2Cc2ccccc2)C1	-14.7%
Cn1cnc(S(=O)(=O)NCCc2noc(-c3ccccc3)n2)c1	-0.1%
CC(=O)c1cccc(NC(=O)c2ccc3nc(Cc4ccccc4)oc3c2)c1	i
Cc1ccc(NC(=O)N2CCCC(c3nnc(CN(C)C)n3C)C2)cc1C (stereo not drawn)	-16.7%
N#Cc1ccccc1NC(=O)c1cc2n(n1)CC(c1ccc(Br)cc1)OC2 (stereo not drawn)	-17.0%
CCOc1ccccc1NC(=O)C1=C(C)Nc2ncnn2C1c1ccc(C)o1 (stereo not drawn)	-9.8%
CCN1CCN(c2ncc3c(n2)CCN(Cc2cccc(F)c2F)C3)CC1	32.2%[activator][5.79 µM]
CC(C)(O)CCc1cccc(C(=O)NCCCc2nc3ccccc3o2)c1	-22.0%
CC(C)NC(=O)C1CCC(=O)N1C1CCN(C(=O)c2ccc(C(C)C)cc2)CC1 (stereo not drawn)	-9.8%
O=C(CSc1ncc2c(n1)-c1ccccc1N(Cc1ccccc1)S2(=O)=O)Nc1ccccc1	26.8%
O=C1Nc2ccc(-c3ccccc3)cc2C(=O)N2CCN(C(=O)c3cccc(F)c3)C[C@H]12	u
CN(C)CCN(C)c1ccc(-c2nc(-c3ccccc3F)no2)cn1	-12.0%
Cc1nc(-c2ccccc2)n(CC(=O)NCc2ccc(F)cc2)c(=O)c1CCO	u
CCC(=O)N1CCc2cc(S(=O)(=O)NC(CC(C)C)C(=O)Nc3cc(C)ccc3OC)ccc21 (stereo not drawn)	-22.1%
COCCNC(=O)C(NC(=O)c1cccc(OC)c1)C1CCN(C(=O)c2ccc(C)cc2)CC1 (stereo not drawn)	i
COCCNC(=O)Cc1cccn1-c1ccc(F)cc1	u
COc1ccc(C(=O)N[C@H](C)c2c(-c3ccc(F)cc3)noc2C(=O)O)cc1	-17.4%[44.1 µM]
COc1ccc(CCNC(=O)CSc2cc(=O)n(C)c3ccccc23)cc1OC	i
CCc1ccc(-n2nc3cc(C)c(NC(=O)c4cc(Cl)ccc4OC)cc3n2)cc1	6.0%
CCCSc1ncc(Cl)c(C(=O)N(Cc2cccc(Cl)c2)C2CCS(=O)(=O)C2)n1 (stereo not drawn)	-12.6%
CCOc1ccc(-c2cc3nc(C4CCN(C(=O)OC(C)(C)C)CC4)c(C(=O)Nc4ccc(C(=O)OC)cc4)cn3n2)cc1	u
COc1ccccc1C(=O)NCCC1CCN(C(=O)Nc2cc(F)ccc2F)CC1	-15.9%
Cc1ccc(Cc2ccccc2C(=O)N2C[C@@H](C)[C@@](C)(O)C2)cc1	2.0%
Cc1ccc(C(=O)N(C)Cc2ccc(-c3ccccc3)cc2)cc1	-9.3%[44.1 µM]
CN(C(=O)C1(N)CC1)C1CCCN(CCc2ccccc2)C1 (stereo not drawn)	-12.1%
CCNC(=O)[C@@H]1C[C@H](NC(=O)c2ccc(=O)n(C)c2)CN1Cc1ccoc1	3.5%
CCOc1ccc(CCNC(=O)C2CC(=O)N(CCc3ccc(OC)c(OC)c3)C2)cc1OCC (stereo not drawn)	19.4%
CCOc1ccc(/C=C/c2nc(C#N)c(N3CCCCC3)o2)cc1	-14.6%
CCN(CC)S(=O)(=O)c1ccc2c(c1)N(CC(=O)Nc1ccc(C)cc1C)C(=O)C1CCCN21 (stereo not drawn)	99.9%[activator][5.79 µM]
Cc1cc(C(=O)N2CCCN(Cc3ccncc3)C(c3ccccc3)CC(=O)NCC2)n(C)n1 (stereo not drawn)	u
O=C(CC1CCCC1)NC1CCN(c2cnn(CC3CC3)c(=O)c2)CC1	-3.5%
O=C(c1cc(Cl)ccc1F)N1CCCC2(C1)NC(=O)N(Cc1ccccc1)C2=O (stereo not drawn)	u
CC(C)CNC(=O)CC(c1ccc(F)cc1F)c1c[nH]c2ccccc12 (stereo not drawn)	i
COc1ccccc1-c1ncc(CN2CCCC3(CCNCC3)CC2)cn1	7.3%
CCN(C(=O)CSc1ncc(S(=O)(=O)c2ccc(C)c(Cl)c2)c(=O)[nH]1)c1cccc(C)c1	19.5%
O=C(NCCCN1CCOCC1)c1ccc(-c2ccc(N3CCCCCC3)nc2)cc1	u
COc1ccc(CC(=O)N2CCC(Cc3nc(-c4ccc(F)cc4)no3)CC2)cc1	11.8%
CCCNC(=O)N1CCN(Cc2c(C)noc2C)CC1	u
Cc1nc(-c2cn(C3CCCN(C(=O)c4ccc(F)c(F)c4)C3)nn2)no1 (stereo not drawn)	i
NC(=O)c1ccc(OC2CCN(C(=O)CCc3ccccc3)C2)nc1 (stereo not drawn)	-6.3%
CCOc1ccc(NC(=O)N2CCc3c(c4ccccc4n3C)C2)cc1	i
COc1cc(OC)cc(C(=O)N2CCN(c3cc(C(F)(F)F)nc(C)n3)CC2)c1	u
O=C(NCCCN1CCCC1=O)c1csc(N2CCN(c3ccc(F)cc3)CC2)n1	u
CCCS(=O)(=O)N1CCC2(CC1)NCCc1c2[nH]c2ccccc12	-15.9%
Cc1cccc(NC(=O)N2CC=C(c3c[nH]c4ccccc34)CC2)c1C	3.16µM*
O=C1CCN(S(=O)(=O)c2ccccc2)CCCC(C(=O)NCCc2cccnc2)CCN1 (stereo not drawn)	u
Cc1noc(C)c1[S+](=O)([O-])N1CCC2(C1)C(=O)N(Cc1ccccc1)c1ccccc12 (stereo not drawn)	i
CCc1ccc(S(=O)(=O)N2CCC(Oc3ncccc3C(=O)N3CCOCC3)C2)cc1 (stereo not drawn)	i
O=C(Cn1ccn2nc(-c3ccc(F)cc3)c(CO)c2c1=O)Nc1cc(F)ccc1F	-8.7%
COc1cccc(CN2C[C@@H](CO)[C@H](c3ccccn3)C2)c1OC	-27.0%
CC(=O)Nc1nonc1-c1nnc(SCc2ccc(F)cc2Cl)n1C	13.7%
Cc1ccc(C)n1-c1nnc(N2CCCC(C(=O)NCc3ccccc3)C2)s1 (stereo not drawn)	u
COc1cccc(CC(=O)N2CCCCCCN(C)C(=O)[C@H]3CCC[C@H]32)c1	u

Molecules above with a furan ring, fused or not (3):
SMILES	Pf Dd2 inh
O=C(c1ccco1)N1CCC(n2cc(-c3nc(C4CC4)no3)nn2)C1 (stereo not drawn)	i
CCOc1ccccc1NC(=O)C1=C(C)Nc2ncnn2C1c1ccc(C)o1 (stereo not drawn)	-9.8%
CCNC(=O)[C@@H]1C[C@H](NC(=O)c2ccc(=O)n(C)c2)CN1Cc1ccoc1	3.5%

New compounds follow:
SMILES	Pf Dd2 inh
CCC1Oc2ccc(NC(=O)COc3ccccc3)cc2CN(C(CC)c2ccccc2)C1=O (stereo not drawn)	u
CN1CCOC[C@H]1c1ncc(-c2cccc(F)c2)[nH]1	0.1%[44.1 µM]
O=C(Cc1ccsc1)N[C@@H]1COCC[C@@H]1OCc1cscn1	-4.9%
Cc1ccsc1C(=O)NC1CCc2nnc(C3CC3)n2CC1 (stereo not drawn)	25.6%
COc1ccc(-n2ccnc(NCc3ccc(Cl)cc3)c2=O)cc1	i
COCC(=O)Nc1ccc(-c2c(-c3ccccc3OC)nn(-c3ccc(C)cc3)c2OC(C)=O)cc1	-9.8%
O=C(O)C[C@@H]1CCN(C(=O)c2ccccc2)C[C@@H]1CCN1C[C@@H]2C[C@H](C1)c1cccc(=O)n1C2	19.3%
Cc1ccccc1NC(=O)N1CCC(CN2CCCC2)CC1	72.4%[activator]
COc1ccc(CNc2oc(-c3ccc(COc4ccc(OC)cc4)o3)nc2C#N)cc1	-27.0%
CN(C)c1ccc(CNC2(Cc3cc(COc4ccccc4)on3)COC2)cc1	u
COC(=O)[C@@H]1C[C@H](NS(=O)(=O)c2ccc3c(c2)NC(=O)CO3)CN1C	-3.5%
COc1ccc(NC(=O)[C@@H]2C[C@@H](c3cccc(C(F)(F)F)c3)N(Cc3cnn(C)c3)C2)cc1	i
Cc1ccc(C)n1-c1nnc(N2CCCC(C(=O)Nc3ccccc3Br)C2)s1 (stereo not drawn)	u
COc1cc(OC)c(N(C)C(=O)c2cn(C)c(=O)c3cc(OC)c(OC)cc23)cc1Cl	-5.6%
CCc1ccc(NCc2cc3cc4c(cc3n(CC(=O)Nc3ccc(C)cc3)c2=O)OCO4)cc1	-0.3%
CCN(CC)S(=O)(=O)c1ccc(C(=O)N2CC(=O)Nc3ccc(F)cc3C2c2ccccc2)cc1 (stereo not drawn)	-12.8%
COc1ccccc1N(C)C(=O)Cn1c(=O)oc2cc(S(=O)(=O)N3CCCC3)ccc21	i
CN(CC1CCOCC1)S(=O)(=O)Cc1ccccc1	-12.5%
Cc1ccc(OCc2nc(C3CCCN3C(=O)C3CC3)no2)cc1 (stereo not drawn)	u
O=c1cc(-c2ccccn2)oc2c(NCc3ccc(F)cc3)nccc12	u

Individual results from the results shown.
For Pf Dd2 inh, `COC(=O)[C@@H]1C[C@H](NS(=O)(=O)c2ccc3c(c2)NC(=O)CO3)CN1C` has -3.5%
For Pf Dd2 inh, `CN1CCOC[C@H]1c1ncc(-c2cccc(F)c2)[nH]1` has 0.1%[44.1 µM]
For Pf Dd2 inh, `COc1cc(OC)c(N(C)C(=O)c2cn(C)c(=O)c3cc(OC)c(OC)cc23)cc1Cl` has -5.6%

Later entries
SMILES	Pf Dd2 inh
O=S(=O)(NC[C@H]1C[C@@H]2CCN1C[C@@H]2CN1CCN(c2ncccn2)CC1)c1ccc(Cl)cc1	-22.8%
O=C(N1CC(Oc2cccc(-c3nc(-c4ccccc4)no3)c2)C1)C1(c2ccccc2)CC1	i[5.79 µM]
O=C(CCSCc1ccccc1)N1C[C@@H](CN2CCOCC2)[C@@H](CO)C1	-12.5%
O=C(c1ccno1)N1C[C@@H]2OCC(=O)N(Cc3ccccn3)[C@@H]2C1	28.9%[44.1 µM]
CN1[C@@H](CCC(=O)N2CCc3ccccc32)CNC(=O)[C@@H]2[C@H]1CCN2Cc1ccc(O)cc1	-24.6%
O=C1CO[C@H]2CCN(Cc3ccc4c(c3)CCO4)CC[C@@H]2N1c1ccccc1	-4.9%[44.1 µM]

Assay outcomes deposited in PubChem by National Center for Advancing Translational Sciences (NCATS).
